From PubChem
TrxR1 substrate = is turned over as a substrate by rat TrxR1. AID 588456. purified TrxR1 substrate turnover, NADPH consumption readout. O89049. actives 0.01% (n = 390,000). Potency, µM (highest dose often 114 µM), without a hit: at the highest dose activity change, negative = substrate turnover; further: on the % scale 0 is the no-effect control and ±100 the full control effect; nearly all actives have a fitted effect of over 50% in size
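Rat TrxR1, dispensed at 90 nM, was prereduced with 400 uM NADPH (final) for 5 min at ~22 deg C, then incubated with compound 15 min before 400 uM selenite. A first-read NADPH fluorescence drop versus no-compound background flagged substrates.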
Vif-APOBEC3F blk = Vif-A3F binding inhibition | Potency, µM (titrated, usually from 46.1 µM), for the others: top-dose activity, negative = active | actives 0.2% (n = 390,000) | HeLa A3F-eYFP + Vif (tagged APOBEC3F with the HIV-1 protein that degrades it), YFP fluorescence increase; further: % of control where 0% means no effect; nearly all actives have a fitted effect of over 65% in size
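Fluorescence increase (Ex 488/Em 500-530) after overnight compound treatment at 37 deg C flags inhibition of Vif-driven A3F-eYFP loss in stable HeLa A3F-eYFP/Vif cells seeded overnight beforehand.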
USP1 inh = USP1/UAF1 (human) deubiquitinase inhibition | recombinant USP1/UAF1, Ub-Rhodamine cleavage fluorescence | Potency, µM (top dose mostly 57.1 µM), without a hit: at the top dose activity change, negative = inhibition, actives largely listed as inhibitors | actives 0.23% (n = 390,000) | AID 743255; further: on the % scale 0 is the no-effect control and ±100 the full control effect; nearly all actives have a fitted effect of over 60% in size; inactives centre near -12
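Step one: compound is pinned into 1nM USP1/UAF1 in HEPES pH 7.8 buffer with TCEP. Step two: 15 min room-temperature incubation. Step three: Ub-Rho (150nM final) starts cleavage, tracked by fluorescence over six one-minute reads.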
IDH1 R132H inh = human IDH1 R132H inhibition. O75874. IDH1-R132H enzyme, NADPH consumption, diaphorase/resazurin fluorescence. Potency, µM (series often up to 76.6 µM), for the others: top-dose activity change, negative = inhibition, hits mostly inhibitors. actives 0.093% (n = 390,000); further: on the % scale 0 is the no-effect control and ±100 the full control effect; nearly all actives have a fitted effect of over 65% in size
Target sequence (O75874 whole entry R132H, stated change not applied): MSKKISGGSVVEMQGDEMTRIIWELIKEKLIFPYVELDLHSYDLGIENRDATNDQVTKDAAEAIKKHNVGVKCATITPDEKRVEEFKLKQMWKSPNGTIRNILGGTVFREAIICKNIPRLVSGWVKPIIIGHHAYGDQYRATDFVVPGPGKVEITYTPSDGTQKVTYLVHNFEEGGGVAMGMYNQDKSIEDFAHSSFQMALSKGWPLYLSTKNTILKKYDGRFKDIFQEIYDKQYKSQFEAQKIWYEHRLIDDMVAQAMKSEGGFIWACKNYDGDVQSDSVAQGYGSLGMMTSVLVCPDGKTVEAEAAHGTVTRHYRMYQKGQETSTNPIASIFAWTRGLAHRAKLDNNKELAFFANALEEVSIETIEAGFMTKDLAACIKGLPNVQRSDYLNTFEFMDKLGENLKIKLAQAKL
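IDH1-R132H (0.5 ug/mL) preincubated 30 min with compound, then NADPH (0.016 mM) and alpha-KG (2 mM) added; 80 min at RT, pH 7.5. Remaining NADPH coupled via diaphorase/resazurin to fluorescence (540/590 nm); concentration-response curves normalized to no-enzyme control.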
RGS4 inhibitor = blocks human RGS4-accelerated GTP hydrolysis; Transcreener GDP fluorescence polarization, RGS4-accelerated GTP hydrolysis; Potency, µM (highest dose often 114 µM), inactives show at the top dose activity change, negative = inhibition, hits mostly inhibitors; actives 0.039% (n = 390,000); AID 504845; further: on the % scale 0 is the no-effect control and ±100 the full control effect; nearly all actives have a fitted effect of over 75% in size; some results filed as inactive show a strong effect at the top dose
Target sequence (P49798 whole entry, looked up): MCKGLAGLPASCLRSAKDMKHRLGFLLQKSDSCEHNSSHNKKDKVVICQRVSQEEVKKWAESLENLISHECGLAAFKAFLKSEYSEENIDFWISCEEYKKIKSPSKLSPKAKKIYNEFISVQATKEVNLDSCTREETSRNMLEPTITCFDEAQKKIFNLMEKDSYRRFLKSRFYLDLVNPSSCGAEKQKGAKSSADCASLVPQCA
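MLSMR compounds (23 nl, pin-transferred) preincubated 10 min at room temperature with a 500nM (2x) first reagent, then RGS4 at 900nM (2x) plus Transcreener GDP mix added; fluorescence polarization (620/688 nm) read before and after 90 min at 30 °C.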
TrxR1 inh = inhibitors of rat thioredoxin reductase 1 | recombinant rTrxR1, NADPH fluorescence consumption, selenite substrate | AID 588453 | Potency, µM (doses to about 114 µM), inactives show top-dose activity change, negative = inhibition, most hits filed as inhibitors | actives 1% (n = 390,000) | O89049; further: on the % scale 0 is the no-effect control and ±100 the full control effect; nearly all actives have a fitted effect of over 65% in size
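Rat TrxR1 (90 nM in the dispensed reagent) was pre-reduced with 400 uM NADPH for 5 min at room temperature, then incubated with compound for 15 min. After 400 uM selenite was added, NADPH fluorescence (Ex 340/Em 450 nm) was followed for 8 min.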
RXFP1 agonist = RXFP1 (human) receptor agonism | Q9HBX9 | HEK293T-RXFP1 cAMP TR-FRET, 30 min; response scale: percent of porcine relaxin response, buffer zero | Potency, µM (highest dose often 57.5 µM), inactives show at the highest dose activation, hits mostly activators | actives 0.3% (n = 370,000) | AID 2676; further: on the % scale 0 is the no-effect control and ±100 the full control effect; nearly all actives have a fitted effect of over 60% in size; many of its hits are not listed in these tables
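Agonist response is measured as cAMP accumulation in an RXFP1-transfected HEK293T line under PDE4 inhibition. Values are scaled between buffer-only and 29 nM porcine relaxin, and EC50s come from standard Hill equation fits.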
12-LOX inh = inhibitors of human 12S-lipoxygenase ALOX12 | purified 12hLO, xylenol orange hydroperoxide absorbance | actives 1.1% (n = 580,000) | Potency, µM (highest dose often 108 µM), for inactives: at the highest dose activity change, negative = inhibition, most hits filed as inhibitors | AID 1671190 | P18054; further: on the % scale 0 is the no-effect control and ±100 the full control effect
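Purified human 12hLO (150 nM final) in 25 mM Hepes, 0.01% Triton X-100, pH 7.0 was preincubated 15 min at room temperature with compound. Then 40 uM arachidonic acid was added, 30 min. Hydroperoxide was read by Fe-XO absorbance ratio 573/405 nm.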
Vif-APOBEC3G blk = blocks the Vif interaction with human APOBEC3G. Q9HC16. HeLa A3G-eYFP + Vif (tagged APOBEC3G with the HIV-1 protein that degrades it), YFP fluorescence, overnight. Potency, µM (top dose mostly 46.1 µM), inactives show top-dose activity, negative = active, usual class: inhibitors. actives 0.076% (n = 410,000). AID 602310;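 further: on the % scale 0 is the no-effect control and ±100 the full control effect; nearly all actives have a fitted effect of over 60% in size; hits raise eYFP signal because A3G escapes Vif-driven loss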
Target sequence (Q9HC16 whole entry, looked up): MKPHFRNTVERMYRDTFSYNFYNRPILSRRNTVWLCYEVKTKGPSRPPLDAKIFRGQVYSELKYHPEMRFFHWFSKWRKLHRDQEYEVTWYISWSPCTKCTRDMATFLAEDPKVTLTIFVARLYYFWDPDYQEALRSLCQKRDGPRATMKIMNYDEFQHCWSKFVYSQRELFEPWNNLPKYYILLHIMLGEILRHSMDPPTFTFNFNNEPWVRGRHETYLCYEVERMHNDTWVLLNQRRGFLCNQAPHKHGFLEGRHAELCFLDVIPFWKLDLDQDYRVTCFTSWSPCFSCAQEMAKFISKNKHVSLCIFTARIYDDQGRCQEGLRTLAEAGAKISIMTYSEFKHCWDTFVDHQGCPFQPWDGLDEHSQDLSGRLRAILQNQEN
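HeLa cells stably expressing Vif and C-terminally eYFP-tagged A3G, seeded overnight at 37 deg C, then exposed to compound by pintool overnight at 37 deg C. Rise in yellow fluorescence (Ex 488/Em 500-530, Acumen) marks blocked Vif-driven A3G degradation.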
* marks the source's active call; other numbers are inactive results; [ ] = dose if it differs, or a comment. The call rests on the fitted dose curve; in most records, active means well fitted curve in the direction sought with a large enough effect; inconclusive means small, poorly fitted or top-dose-only effect, or another doubt; inactive means no such curve, though single readings can be large; an effect the other way counts as inactive or inconclusive. Potency means the concentration at half of the fitted maximal effect.

`Cc1ccc(NC(=O)/C=C\C(=O)O)c([N+](=O)[O-])c1` gave TrxR1 substrate -6.7%, Vif-APOBEC3F blk -7.7%, USP1 inh -6.9%, IDH1 R132H inh 0.7%, RGS4 inhibitor -23.7%, TrxR1 inh -12.6%, RXFP1 agonist -0.4%, 12-LOX inh -6.6% and Vif-APOBEC3G blk 1.6%.
Screening Cc1nnc(NCc2cccc(Cl)c2)c2ccccc12 returned TrxR1 substrate 1.6%, Vif-APOBEC3F blk 3.4%, USP1 inh -21.0%, IDH1 R132H inh 3.6%, RGS4 inhibitor -3.4%, TrxR1 inh -2.5%, RXFP1 agonist 4.7%, 12-LOX inh 1.0% and Vif-APOBEC3G blk 0.5%.
Screening Cc1ccc(NC(=O)c2oc3ccccc3c2NC(=O)c2ccc3c(c2)OCO3)cc1 returned TrxR1 substrate 19.2%, Vif-APOBEC3F blk 0.3%, USP1 inh -4.6%, IDH1 R132H inh -5.7%, RGS4 inhibitor -17.2%, TrxR1 inh 27.7%, RXFP1 agonist 2.4%, 12-LOX inh 1.3% and Vif-APOBEC3G blk 4.3%.
For CN1C(=O)N(CC(=O)N2CCN(S(=O)(=O)/C=C/c3ccccc3)CC2)C(=O)C12CCCCC2 the results were TrxR1 substrate -4.2%, Vif-APOBEC3F blk 2.0%, USP1 inh -19.5%, IDH1 R132H inh 11.8%, RGS4 inhibitor -3.2%, TrxR1 inh 14.9%, RXFP1 agonist 1.6%, 12-LOX inh 8.3% and Vif-APOBEC3G blk -4.7%.
Screening C/C(=N\NC(=O)c1c(Cl)c(C)nn1C)c1ccc(NC(=O)COc2ccc(Cl)cc2C)cc1 returned TrxR1 substrate 6.2%[57.1 µM], Vif-APOBEC3F blk -1.3%, USP1 inh -20.3%, IDH1 R132H inh 3.5%, RGS4 inhibitor -17.1%, TrxR1 inh 33.4%[57.1 µM], RXFP1 agonist -0.1%, 12-LOX inh 18.3% and Vif-APOBEC3G blk -1.3%.
`Cc1cc(C(=O)N2CCCCCC2)cs1` gave TrxR1 substrate -8.4%, Vif-APOBEC3F blk -0.4%, USP1 inh -11.3%, IDH1 R132H inh 1.9%, RGS4 inhibitor 4.6%, TrxR1 inh -5.0%, RXFP1 agonist 1.6%, 12-LOX inh 27.1% and Vif-APOBEC3G blk 1.7%.
COc1cccc2[nH]c3c(N4CCCC(C)C4)ncnc3c12 (configuration not stated) was read as TrxR1 substrate 11.0%, Vif-APOBEC3F blk -4.7%, USP1 inh -16.1%, IDH1 R132H inh 6.8%, RGS4 inhibitor -21.0%, TrxR1 inh -18.3%, RXFP1 agonist 0.1%, 12-LOX inh 2.5% and Vif-APOBEC3G blk -9.8%.
`CCC(C)(C)NC(=O)c1cc(S(=O)(=O)N2CCc3ccccc32)cn1C` gave TrxR1 substrate -8.1%[57.1 µM], Vif-APOBEC3F blk -2.7%, USP1 inh -1.2%, IDH1 R132H inh 0.6%, RGS4 inhibitor 0.8%, TrxR1 inh -5.1%[57.1 µM], RXFP1 agonist 1.7%, 12-LOX inh 51.9%[activator] and Vif-APOBEC3G blk 6.4%.
For O=C(C1CCCCC1)N1C[C@H](O)[C@@H](n2cc(C3CC3)nn2)C[C@@H]1c1ccccc1 the results were Vif-APOBEC3F blk 2.6%, USP1 inh -25.5%, IDH1 R132H inh 2.7%, 12-LOX inh 3.1% and Vif-APOBEC3G blk 0.5%.
For CCn1c(SCC(=O)Nc2sc(C)c(C)c2C#N)nnc1C(C)C the results were TrxR1 substrate 2.9%, Vif-APOBEC3F blk 1.9%, USP1 inh -5.7%, IDH1 R132H inh 4.2%, RGS4 inhibitor -16.4%, TrxR1 inh 3.7%, RXFP1 agonist -1.4%, 12-LOX inh 0.0% and Vif-APOBEC3G blk -3.8%.
For CCCN(C(=O)Cc1csc(-c2ccccc2)n1)C1CCS(=O)(=O)C1 (configuration not stated) the results were TrxR1 substrate 0.0%, Vif-APOBEC3F blk -6.6%, USP1 inh -7.0%, IDH1 R132H inh -7.4%, RGS4 inhibitor 1.5%, TrxR1 inh -0.4%, RXFP1 agonist 0.4%, 12-LOX inh 20.1% and Vif-APOBEC3G blk -6.2%.
For Cc1ccc(S(=O)(=O)N(C)c2ccc(C(=O)Nc3c(C)n(C)n(-c4ccccc4)c3=O)cc2)cc1 the results were TrxR1 substrate 1.8%, Vif-APOBEC3F blk -1.1%, USP1 inh -23.1%, IDH1 R132H inh 0.1%, RGS4 inhibitor 7.2%, TrxR1 inh 17.0%, RXFP1 agonist 0.0%, 12-LOX inh -7.7% and Vif-APOBEC3G blk 0.4%.
For CC(C)CC(=O)N1CCN(S(=O)(=O)c2ccccc2)CC1 the results were TrxR1 substrate 7.0%, Vif-APOBEC3F blk -2.6%, USP1 inh -22.7%, IDH1 R132H inh -1.3%, RGS4 inhibitor -4.1%, TrxR1 inh 1.2%, RXFP1 agonist -3.3%, 12-LOX inh -13.1% and Vif-APOBEC3G blk 0.0%.
Screening Cc1ccc(C)c(NC(=O)c2nnn(CC(=O)Nc3cccc(C)c3C)c2N)c1 returned TrxR1 substrate 2.9%, Vif-APOBEC3F blk -6.3%, USP1 inh inconclusive, IDH1 R132H inh 12.6%, RGS4 inhibitor -7.4%, TrxR1 inh 17.9%, RXFP1 agonist -3.3%, 12-LOX inh 0.3% and Vif-APOBEC3G blk 2.0%.
CCCCOC(=O)c1ccc(Nc2nc3ccc(C(=O)c4ccccc4)cc3n3cnnc23)cc1 was read as TrxR1 substrate 5.9%, Vif-APOBEC3F blk -5.6%, USP1 inh -2.9%, IDH1 R132H inh 13.0%, RGS4 inhibitor -0.1%, TrxR1 inh 43.7%[activator], RXFP1 agonist 3.0%, 12-LOX inh -14.9% and Vif-APOBEC3G blk 4.0%.
COc1ccc(C2/C(=C(\O)c3ccc4c(c3)OCCO4)C(=O)C(=O)N2CCCN(C)C)c(OC)c1 (configuration not stated) was read as TrxR1 substrate -8.4%, USP1 inh -8.3%, IDH1 R132H inh 3.4%, RGS4 inhibitor -52.5%, TrxR1 inh 10µM*, RXFP1 agonist 3.7%, 12-LOX inh inconclusive and Vif-APOBEC3G blk 1.6%.
Screening Nc1nonc1-n1nncc1-c1ccccc1 returned TrxR1 substrate -5.7%[57.1 µM], Vif-APOBEC3F blk 0.4%, USP1 inh -6.1%, IDH1 R132H inh -1.6%, RGS4 inhibitor -30.4%, TrxR1 inh 6.6%[57.1 µM], RXFP1 agonist 0.8%, 12-LOX inh 0.0% and Vif-APOBEC3G blk 0.2%.
`CC1CCN(C(=O)C2CCCN2S(=O)(=O)c2ccc(Cl)cc2)CC1` (configuration not stated) gave TrxR1 substrate -5.0%, Vif-APOBEC3F blk -3.9%, USP1 inh -13.5%, IDH1 R132H inh 3.7%, RGS4 inhibitor -30.2%, TrxR1 inh 0.3%, RXFP1 agonist 2.2%, 12-LOX inh 9.9% and Vif-APOBEC3G blk 1.6%.
`Cc1ccc(C(=O)NC(=S)NCCCN2CCOCC2)cc1` gave TrxR1 substrate -0.4%[57.1 µM], Vif-APOBEC3F blk -14.3%, USP1 inh inconclusive, IDH1 R132H inh -1.5%, RGS4 inhibitor -10.8%, TrxR1 inh 12.0%[57.1 µM], RXFP1 agonist -1.4%, 12-LOX inh -16.4% and Vif-APOBEC3G blk -0.4%.
For Cc1scc(C(=O)NNC(=S)NCc2ccccc2)c1C the results were TrxR1 substrate 7.9%[57.1 µM], Vif-APOBEC3F blk 1.0%, USP1 inh 1.2%, IDH1 R132H inh -2.2%, RGS4 inhibitor -18.2%, TrxR1 inh 3.2%, RXFP1 agonist 0.9%, 12-LOX inh -30.5% and Vif-APOBEC3G blk 0.6%.
For CN(c1ccc(OCC(=O)OCc2nnc(-c3ccccc3)o2)cc1)S(=O)(=O)c1ccc(Cl)cc1 the results were TrxR1 substrate -5.8%, Vif-APOBEC3F blk -4.4%, USP1 inh -22.4%, IDH1 R132H inh 4.7%, RGS4 inhibitor -9.5%, TrxR1 inh -0.8%, RXFP1 agonist 1.3%, 12-LOX inh 2.3% and Vif-APOBEC3G blk 2.1%.
`CCC(=O)Nc1cc(C(=O)OCC(=O)c2ccccc2Cl)ccc1C` gave TrxR1 substrate -2.4%, Vif-APOBEC3F blk -5.7%, USP1 inh -12.3%, IDH1 R132H inh 3.5%, RGS4 inhibitor 27.3%, TrxR1 inh -5.5%, RXFP1 agonist -0.2%, 12-LOX inh 0.0% and Vif-APOBEC3G blk -5.7%.
`CCCCc1ccc(S(=O)(=O)N/N=C(/C)c2ccncc2)cc1` gave TrxR1 substrate -3.9%, Vif-APOBEC3F blk -2.0%, USP1 inh -2.0%, IDH1 R132H inh 1.3%, RGS4 inhibitor -22.8%, TrxR1 inh -6.8%, RXFP1 agonist -3.1%, 12-LOX inh inconclusive and Vif-APOBEC3G blk -1.4%.
Screening O=C(Nc1cc(Cl)ccc1N1CCOCC1)c1ccc(N2CCCC2=O)cc1 returned TrxR1 substrate 2.1%, Vif-APOBEC3F blk 0.3%, USP1 inh -6.5%, IDH1 R132H inh -5.2%, RGS4 inhibitor -21.0%, TrxR1 inh 15.1%, RXFP1 agonist 1.9%, 12-LOX inh 9.4% and Vif-APOBEC3G blk 1.0%.

Not all compounds are listed. The share of hits here may be higher or lower than overall.
